UPR XBP1 act – activators of adaptive arm of unfolded protein response (XBP1). activation, % at 20 µM. CHO-XBP1 luciferase reporter, IRE1-XBP1 UPR activation, luminescence; percent of tunicamycin response, DMSO as zero. actives 0.33% (n = 330,000);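 active means versus positive control, 20 µM dose yields 30% or more activation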;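 further: 100% = tunicamycin at 10 µg/mL and 0% = DMSO only wells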
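Material: CHO cell line with stable XBP1 luciferase reporter; buffer or medium: F12 medium containing 10% fetal bovine serum; compound: single point, 20 µM final compound, 1% DMSO; incubation: 6 h treatment, 37 °C; measured by: glow luminescence from Steady-Glo reagent; evaluation: activation, % of tunicamycin; control set: tunicamycin high, DMSO low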
UPR CHOP act – apoptotic UPR (CHOP) activation | CHO-CHOP luciferase reporter, luminescence; percent of tunicamycin response over DMSO baseline | activation, % at 10 µM | actives 0.34% (n = 330,000);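 active means at 10 µM dose, activation of 40% or more, normalized to positive control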;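 further: 100% = tunicamycin at 10 µg/mL and 0% = DMSO alone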
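System: CHO-CHOP luciferase reporter cell line | Buffer or medium: F12 medium containing 10% fetal bovine serum | Doses: One dose, 10 µM in 0.5% DMSO | Times: 6 h compound exposure at 37 °C after overnight seeding | Signal: Luciferase luminescence | Read-out: % activation vs tunicamycin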
697 NFkB inh – inhibitors of the PMA/ionomycin-induced NF-kB reporter in 697 B cells. 697 B-cell NF-kB luciferase reporter, 16 h. inhibition, % at 4 µM. actives 0.33% (n = 330,000). AID 435022; in the data active means inhibition above about 35%
tim23-1 inh – tim23-1 yeast growth inhibition. S. cerevisiae tim23-1 growth, BacTiter-Glo luminescence, 24 h. actives 1.3% (n = 330,000). AID 463212. inhibition, % at 20 µM;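 active means growth inhibition of the mutant yeast at or above 50%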;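 further: temperature-sensitive mutant grown at 25 °C; plate controls were DMSO-treated mutant yeast for no effect and medium wells lacking yeast for full effect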
Mdm2-MdmX inh – human Mdm2/MdmX binding inhibition. inhibition, % at 8 µM. O15151+Q00987. actives 3% (n = 330,000). SaOS-2 split-luciferase Mdm2/MdmX complementation, luminescence;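 active means inhibition of at least 50% at 8 µM in the primary screen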
Target sequence (O15151 whole entry, looked up): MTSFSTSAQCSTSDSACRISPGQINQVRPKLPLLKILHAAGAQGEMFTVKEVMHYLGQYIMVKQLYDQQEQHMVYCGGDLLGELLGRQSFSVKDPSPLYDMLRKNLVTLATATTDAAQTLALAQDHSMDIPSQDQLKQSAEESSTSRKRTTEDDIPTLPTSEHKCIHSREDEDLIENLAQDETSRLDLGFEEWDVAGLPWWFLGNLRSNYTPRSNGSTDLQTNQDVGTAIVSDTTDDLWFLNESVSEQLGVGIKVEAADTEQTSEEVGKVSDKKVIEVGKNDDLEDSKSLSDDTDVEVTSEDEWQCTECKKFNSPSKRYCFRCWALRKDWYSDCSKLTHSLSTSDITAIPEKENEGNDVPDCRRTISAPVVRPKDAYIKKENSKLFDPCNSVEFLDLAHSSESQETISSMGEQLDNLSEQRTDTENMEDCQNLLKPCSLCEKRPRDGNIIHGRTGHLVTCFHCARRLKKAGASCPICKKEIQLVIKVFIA
Target sequence (Q00987 whole entry, looked up): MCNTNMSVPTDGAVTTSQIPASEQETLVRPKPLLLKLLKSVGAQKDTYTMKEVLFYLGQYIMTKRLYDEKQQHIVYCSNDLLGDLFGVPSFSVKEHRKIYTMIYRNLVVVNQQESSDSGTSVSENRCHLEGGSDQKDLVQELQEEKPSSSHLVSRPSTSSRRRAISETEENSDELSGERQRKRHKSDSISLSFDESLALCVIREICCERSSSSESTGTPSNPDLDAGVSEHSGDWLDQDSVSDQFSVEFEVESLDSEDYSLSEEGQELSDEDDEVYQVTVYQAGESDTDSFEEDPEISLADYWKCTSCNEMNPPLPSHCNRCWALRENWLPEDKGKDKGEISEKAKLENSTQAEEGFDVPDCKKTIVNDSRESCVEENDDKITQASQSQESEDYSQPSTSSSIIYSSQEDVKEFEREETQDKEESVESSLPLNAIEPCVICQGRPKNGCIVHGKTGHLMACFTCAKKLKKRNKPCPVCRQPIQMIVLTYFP
tim10-1 inh – inhibits growth of tim10-1 mutant yeast; S. cerevisiae tim10-1 ts strain growth, BacTiter-Glo, 24 h; inhibition, % at 20 µM; actives 2.2% (n = 330,000);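 active means inhibition of at least 40%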;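 further: mutant grown at 25 °C; 0% = DMSO wells with yeast and 100% = wells holding no yeast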
TIM10 inh – inhibits growth of TIM10 yeast strain | S. cerevisiae TIM10 strain growth, BacTiter-Glo luminescence, 24 h | inhibition, % at 10 µM | actives 1.4% (n = 330,000) | AID 463195;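 active means inhibition of 40% or more at the single tested concentration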;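 further: wild-type TIM10 isogenic control strain grown at permissive 25 °C; 0% = DMSO yeast wells and 100% = minimal medium wells without yeast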
Jurkat NFkB inh – inhibitors of the PMA/ionomycin-induced NF-kB reporter in Jurkat cells; AID 435003; actives 0.53% (n = 330,000); PMA/ionomycin-induced NF-kB luciferase reporter, luminescence; inhibition, % at 4 µM; in the data active means inhibition above about 50%
Active calls of the source: *; i = inactive.

SMILES	UPR XBP1 act	UPR CHOP act	697 NFkB inh	tim23-1 inh	Mdm2-MdmX inh	tim10-1 inh	TIM10 inh	Jurkat NFkB inh
Cc1[nH]c2ccc(-c3nnc(SCC(=O)N4CCCc5ccccc54)o3)cc2c1C	8	2.7	4	-8	46	-3	-9	2
CCOc1ccc(-n2c(SCC(=O)Nc3ccc(OC)cc3)nc3c(c2=O)SCC3)cc1	1	0.2	-22	-4	18	5	6	-16
Cc1ccnc(NC(=O)CNC(=O)c2ccc3c(c2)OCO3)c1	-3	1.6	-4	5	9	-10	5	-20
COc1cc(C(=O)NCC(=O)N/N=C/c2ccco2)cc(OC)c1OC	-3	-0.8	20	1	14	-4	-5	-2
COc1ccc(NC(C)c2cc(Cl)ccc2O)cc1 (stereo not drawn)	-3	0.0	11	15	43	2	-13	2
O=C(C[n+]1cccc(CO)c1)Nc1nc2ccccc2s1	3	2.3	-36	-1	25	11	14	-13
Cc1cccc(C(=O)NCc2nnc(SCC(=O)Nc3nncs3)n2C)c1	6	0.9	1	-3	1	-1	-6	-1
C[C@@H]1CC=C[C@H]2[C@H]1C(=O)N(Cc1ccccc1)[C@H]2c1ccc(-c2cc3ccccc3s2)cc1F	4	6.6	-162	11	-58	-5	12	-113
CCc1ccccc1NC(=O)c1cc([N+](=O)[O-])ccc1N1CCOCC1	-2	-0.8	-1	-1	4	3	-8	-9
O=C(Cn1nnc2ccccc21)C1CC1	1	-1.4	10	-3	17	12	-6	13
CCCn1nc(C(=O)Nc2ccc(N3CCOCC3)cc2)c2ccccc2c1=O	4	-0.9	-4	4	51*	-5	-8	1
CCc1ccc(-c2cc(C)no2)cc1S(=O)(=O)N1CCN(c2ccccn2)CC1	-9	1.3	-58	40	29	38	17	5
CCOC(=O)N1CCN(C(=S)NCCOC)CC1	-3	-0.1	14	-2	20	8	-2	2
CCN(C(=O)COC(=O)/C=C/c1ccccc1[N+](=O)[O-])C1CCS(=O)(=O)C1 (stereo not drawn)	-4	-1.2	-3	0	3	-1	2	2
O=C(CS(=O)CC(=O)NC12CC3CC(CC(C3)C1)C2)Nc1ccc(F)cc1 (stereo not drawn)	1	-2.1	-5	1	22	2	-4	9
COc1ccc(N2CCN(C(=O)CN3C(=O)NC4(CCCCCC4)C3=O)CC2)cc1	-3	-1.8	5	19	-28	17	24	-4
O=C1[C@H]2[C@H](ON3CCCC[C@H]23)C(=O)N1c1cccc(C(F)(F)F)c1	-1	-1.7	11	7	5	5	1	-31
O=C(Nc1ccccc1C(=O)N1CCOCC1)c1ccc(Cl)cc1	-1	-0.1	-1	1	12	5	10	7
CC(=O)N1CCN(C(=S)NCCc2ccccc2)CC1	2	-0.9	-1	8	-3	6	-13	-9
O=C1N/C(=C\c2ccc(O)cc2)C(O)=C1C=NCc1ccccc1	25	10	37*	0	10	6	12	20

Four compounds from above, limited to UPR CHOP act and UPR XBP1 act:
smiles | UPR CHOP act | UPR XBP1 act
CCOC(=O)N1CCN(C(=S)NCCOC)CC1 | -0.1 | -3
CCN(C(=O)COC(=O)/C=C/c1ccccc1[N+](=O)[O-])C1CCS(=O)(=O)C1 (stereo not drawn) | -1.2 | -4
O=C(CS(=O)CC(=O)NC12CC3CC(CC(C3)C1)C2)Nc1ccc(F)cc1 (stereo not drawn) | -2.1 | 1
COc1ccc(N2CCN(C(=O)CN3C(=O)NC4(CCCCCC4)C3=O)CC2)cc1 | -1.8 | -3

New compounds follow.
SMILES	UPR XBP1 act	UPR CHOP act	697 NFkB inh	tim23-1 inh	Mdm2-MdmX inh	tim10-1 inh	TIM10 inh	Jurkat NFkB inh
CCOc1cccc2cc(C(=O)N3CCc4ccccc43)c(=O)oc12	0	0.8	-10	17	6	25	9	-2
CCS(=O)(=O)c1ccc2c(c1)N(S(C)(=O)=O)CC(C(=O)NCc1ccccc1OC)O2 (stereo not drawn)	0	-1.2	3	-6	-6	7	-8	16
CCCOc1ccc(/C(O)=C2\C(=O)C(=O)N(c3ccccn3)C2c2ccccc2F)cc1C (stereo not drawn)	1	1.5	-16	17	16	22	-18	-46
CCCCNC(=O)c1onc(CSc2ccc(Cl)cc2)c1C(=O)O	-4	-1.8	11	4	3	-6	1	-6
Nc1ccc(-c2sc(N)nc2-c2ccccc2)cc1	2	2.0	23	-17	44	2	-7	-1
COc1cc(-c2noc(C)c2C(=O)NCCCN2CCOCC2)cc(OC)c1OC	-1	-1.3	0	7	-1	-1	-6	-12
Cn1c(Cc2cccs2)nnc1SC/C=C/c1ccccc1	-4	0.9	13	-5	9	-2	-6	-2
CC(=O)N/C(=C/c1ccc2c(c1)OCO2)C(=O)NC(Cc1ccccc1)C(=O)O (stereo not drawn)	-4	-1.5	-1	1	16	7	-33	-9
CNc1oc(C)nc1S(=O)(=O)c1ccc(C)cc1	-1	1.1	-3	4	3	4	-16	-3
CN1CCN(NC(=O)CSc2ccc(Cl)cc2Cl)CC1	1	0.0	-2	4	10	2	-11	-12
CCc1ccc(NC(=O)Cn2cccc2)cc1	2	-1.2	-6	3	19	13	5	-12
O=C(COc1ccccc1)NNc1nc2c(F)cccc2s1	0	1.7	8	4	12	-5	6	-9
c1ccn2c(CNc3ncnc4sccc34)nnc2c1	-3	1.4	-19	-2	9	-5	-14	-4
Cc1cc(C)c(S(=O)(=O)/N=C2/C=C(SCC(=O)O)C(=O)c3ccccc32)cc1C	-2	1.4	5	31	36	36	23	7
CCOC(=O)c1c(C)n(C)c2c(C)cc(O)c(OC(C)=O)c12	1	1.1	-13	20	3	-1	-4	-16
CC12CCC(C(=O)N(c3cccc(Cl)c3)C1=O)C2(C)C (stereo not drawn)	-2	-0.5	3	14	-2	11	12	-10
O=C(NCCN1CCCCC1)c1cccc2c1C(=O)c1ccc(N3CCCC3)cc1S2(=O)=O	0	-0.9	-19	-14	4	0	-4	0
Cc1ccccc1CSc1nnc(-c2ccncc2)o1	-1	4.2	-17	22	-28	-8	10	-10
CCCC1(CCC)NC(=O)N(CC(=O)Nc2cccc(OC)c2)C1=O	-2	-1.0	-1	12	-4	15	7	-4
CC(=O)c1ccc(N2CCN(C(=O)C3CCN(S(=O)(=O)c4ccc(F)cc4)CC3)CC2)cc1	-3	-0.8	-9	14	0	12	10	8

697 NFkB inh, entries above that show a hit.
SMILES | UPR XBP1 act | 697 NFkB inh | Mdm2-MdmX inh | tim10-1 inh | TIM10 inh | Jurkat NFkB inh
O=C1N/C(=C\c2ccc(O)cc2)C(O)=C1C=NCc1ccccc1 | 25 | 37* | 10 | 6 | 12 | 20

The listing picks up; the 2 compounds before the break are reprinted first.
SMILES	UPR XBP1 act	UPR CHOP act	697 NFkB inh	tim23-1 inh	Mdm2-MdmX inh	tim10-1 inh	TIM10 inh	Jurkat NFkB inh
CCCC1(CCC)NC(=O)N(CC(=O)Nc2cccc(OC)c2)C1=O	-2	-1.0	-1	12	-4	15	7	-4
CC(=O)c1ccc(N2CCN(C(=O)C3CCN(S(=O)(=O)c4ccc(F)cc4)CC3)CC2)cc1	-3	-0.8	-9	14	0	12	10	8
COc1cccc(-c2nc(SC)nc3sc(C(=O)NC(C)(C)C)c(N)c23)c1	-3	-0.8	8	32	0	19	17	5
O=C(CSc1nnc2scc(-c3ccccc3)n12)Nc1nsc(-c2ccccc2)n1	-1	-0.8	3	1	15	26	7	8
O=C(CN(c1ccc(Cl)cc1)S(=O)(=O)c1ccccc1)N1CCN(c2ccccc2)CC1	-4	-1.9	-9	24	28	26	38	5
CCn1nnnc1-c1ccc(OC)c(S(=O)(=O)NCc2ccccc2)c1	2	-1.2	21	6	20	8	6	1
COc1ccc(/C=N/NC(=O)c2ccc3c(c2)NC(=O)C(C)(C)O3)cc1OC	9	3.1	27	-4	15	-12	5	-6
Cn1nnnc1SCC(=O)Nc1ccc2c(c1)OCCO2	-6	-1.8	-70	12	-6	10	2	-67
Cc1noc(NS(=O)(=O)c2ccc(NS(=O)(=O)c3ccc(Cl)cc3)cc2)c1C	1	-0.9	1	8	24	1	-4	-1
O=C(COC(=O)c1cc(-c2cccs2)nn1-c1ccccc1)Nc1cc([N+](=O)[O-])ccc1Cl	1	-2.5	-21	2	-3	20	-2	-17
O=C(CSc1nnc(Nc2ccccc2)s1)NC1CCS(=O)(=O)C1 (stereo not drawn)	-1	1.0	-5	12	-6	2	4	-10
CSc1ccc(-c2nnn(Cc3ccccn3)n2)cc1	7	3.7	-102	12	-40	15	5	-57
CCc1ccc(-c2cc(C(F)(F)F)n3nc(C(=O)Nc4cnn(Cc5ccccc5C)c4)cc3n2)s1	4	0.3	-12	-32	21	-15	3	2
CCN1CCN(S(=O)(=O)c2cc(OC)c(Cl)cc2OC)CC1	-3	0.0	-10	-6	6	-10	-9	9
CC(=O)c1cccc(N2C(=O)CC(N3CCN(S(=O)(=O)c4ccccc4F)CC3)C2=O)c1 (stereo not drawn)	-1	-1.0	8	5	18	-2	-11	-4
CCOc1cc2[nH]c(=S)n(CCCOC)c(=O)c2cc1OCC	2	0.7	7	18	10	29	16	4
Cc1ccc(C(C(=O)NC2CCCCC2)N(C(=O)Cc2c[nH]c3ccccc23)c2ccccc2C)o1 (stereo not drawn)	10	3.2	-8	14	20	23	8	6
CCOC(=O)c1ccc(Nc2nnc3nc(C)cc(C)n23)cc1	-7	-1.3	-19	9	-2	14	8	-32
CCOC(=O)C1=C(C)NC(SC)=NC1c1ccc(OC)cc1 (stereo not drawn)	-1	-2.6	16	6	21	8	4	4
C1CCC(n2nnnc2CN2CCN(C3CCCC3)CC2)CC1	-2	3.7	16	1	28	-1	-10	-2
COc1ccccc1NC(=O)CCC(=O)Nc1nnc(C(F)(F)F)s1	0	-0.5	19	0	15	3	4	4
CC(C)CCN1CC(C(=O)NC(C)C)CC1=O (stereo not drawn)	4	2.2	7	9	5	5	16	0
CN(C)S(=O)(=O)N1CCN(c2ccccc2Cl)CC1	4	1.1	9	20	-25	7	6	7
COc1cccc(CC2(CO)CCN(Cc3cnc(-c4cccc(C)c4)nc3)CC2)c1	0	0.3	-26	3	19	-11	0	-2
COc1ccc(Cl)cc1NC(=O)CN(C(=O)c1ccco1)C1CCCCC1	2	3.8	-14	33	9	31	26	-8
COc1ccc(CC(=O)NCC(=O)Nc2ccccc2Br)cc1	4	0.2	5	11	18	20	-7	2
COC(=O)c1[nH]c2cc(OC)ccc2c1N	3	1.4	-13	3	0	10	-6	-16
O=C(Cc1csc(Nc2nc(=S)[nH]c3ccccc23)n1)NCc1cccc(Cl)c1	16	-0.4	3	15	85*	23	21	0
COc1ccc(C(=O)OCC(=O)Nc2ccc(F)cc2F)cc1OC	-3	-1.3	-10	-2	0	19	5	-20
COc1ccc(NS(=O)(=O)c2cc(NC(=O)c3cnc(C)cn3)ccc2N2CCCC2)cc1	1	0.1	7	31	33	24	25	16
O=C(CNS(=O)(=O)c1ccc(Br)s1)NCCc1ccc(Cl)cc1	2	-0.5	-3	6	-8	-1	-7	-25
C[C@H](NC(=O)c1ccco1)C(=O)OCC(=O)N1CC(=O)Nc2ccccc21	-1	0.9	-8	13	-9	4	-4	-9
COc1ccc(N2CCN(C(c3cccs3)C(C)NC(=O)C(=O)N3CCOCC3)CC2)cc1 (stereo not drawn)	-4	-1.2	8	-5	9	-4	-4	-6
CCC(=O)N1c2ccccc2NC2=C(C(=O)CCC2)C1c1ccccc1 (stereo not drawn)	-1	-0.2	21	1	13	-4	3	7
COc1ccc2oc(=O)c(C(=O)OCC(=O)c3ccc([N+](=O)[O-])cc3)cc2c1	-2	0.1	0	-3	4	-5	-5	-2
CC1=Nc2cc(C(=O)N3CCCC3)ccc2Sc2c(C)ccc(C)c21	-4	3.0	i	22	90*	35	1	-2
CCOC(=O)C1CCCN(CC(=O)Nc2c(C(=O)OC)[nH]c3ccc(Cl)cc23)C1 (stereo not drawn)	2	-1.1	10	37	-7	21	7	19
CCOc1ccc(CC(=O)Nc2cccc(-c3ccc4nnc(C)n4n3)c2)cc1	2	13	9	-19	20	0	13	5
O=C(CSc1n[nH]c(=O)n1C1CC1)Nc1ccc(OC(F)(F)F)cc1	2	-0.3	-52	4	-24	6	0	-6

Assay outcomes: PubChem BioAssay, Sanford-Burnham Center for Chemical Genomics
